OXTR potentiator: potentiators of human oxytocin receptor; P30559; CHO-OTR cells, Fluo-8 calcium fluorescence, potentiator mode; 0% = oxytocin EC15, 100% = EC100; activation, % at 3 µM; 0.061% of 320,000 active; AID 2445;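 active means activation above that plate's cutoff, the mean activation of tested compounds plus 3 SD, cut at about 6.6% in these data, passing the limit was not always enough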;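 further: 100% uses oxytocin at 75 nM as the full agonist control; some results filed as inactive read as strong as hits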
Target sequence (P30559 whole entry, looked up): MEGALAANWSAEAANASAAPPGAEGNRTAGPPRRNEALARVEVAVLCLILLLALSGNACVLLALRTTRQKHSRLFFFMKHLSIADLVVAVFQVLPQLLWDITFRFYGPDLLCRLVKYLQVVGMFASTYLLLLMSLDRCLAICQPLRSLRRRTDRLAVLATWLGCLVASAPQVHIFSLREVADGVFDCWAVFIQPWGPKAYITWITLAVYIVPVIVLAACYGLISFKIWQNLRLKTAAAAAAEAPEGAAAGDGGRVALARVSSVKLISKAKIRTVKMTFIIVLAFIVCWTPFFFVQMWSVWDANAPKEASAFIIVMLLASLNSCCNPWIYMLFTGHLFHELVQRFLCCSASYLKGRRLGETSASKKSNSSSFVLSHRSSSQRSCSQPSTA
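Assay system: CHO cell line stably expressing human OTR | Also added: Oxytocin at about EC15, sub-maximal agonist stimulus | Times: Compound 6 min at room temperature before oxytocin, 100 s read | Measured by: Fluo-8 intracellular calcium fluorescence, ex 470-495, em 515-575 nm | Controls: EC15 oxytocin alone as 0%, 75 nM oxytocin as 100%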
CHO-K1 Ca PAM: counter-screen for M1 PAMs: effect in parental CHO-K1 cells | 0.02% of 360,000 active | AID 602247 | activation, % at 3 µM | ATP EC20, Fluo-8 calcium fluorescence; 0% at ATP EC20, 100% at ATP max;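 active means activation above the run cutoff, the mean activation of all test compounds plus 3 SD, cut at about 40% in these data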;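 further: peak over basal fluorescence ratio in a 140 s read after ATP addition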
M1 ag parental: M1 agonist counterscreen hit in parental CHO-K1 cells. 0.48% of 360,000 active. Fluo-8 calcium fluorescence; scaled to maximal ATP response, vehicle zero. activation, % at 3 µM; in the data active means activation above about 15%;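 further: untransfected CHO-K1 host cells lacking M1 receptor as counterscreen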
V1aR counter: V1a receptor agonism, counter-screen for OXTR agonists | CHO-V1R cells, Fluo-8 calcium fluorescence, agonist mode; 0% DMSO, 100% 3 nM vasopressin | 0.25% of 320,000 active | AID 2797 | activation, % at 3 µM;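 active means activation above the mean activation of all tested compounds plus 3 SD, per screening run, cut at about 20% in these data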;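 further: signal is peak over basal fluorescence ratio across a 100 second FLIPR read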
TAAR1 antag: antagonists of human TAAR1. inhibition, % at 3 µM. AID 624466. CHO RD-HGA16 TAAR1, Fluo-8 calcium fluorescence, antagonist. 1.5% of 360,000 active. Q96RJ0;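 active means inhibition above a per-plate cutoff, the mean inhibition of test compounds on that plate plus 3 SD, cut at about 49% in these data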;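 further: 0% = DMSO plus EC80 beta-PEA response and 100% = DMSO alone without agonist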
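Test system: CHO RD-HGA16 cells bearing hTAAR1 | Reagent: β-PEA, EC80 | Compound dosing: 3 µM, single point | Schedule: Dye loading 75 min at 37 °C, then 30 min room temperature | Signal: Calcium fluorescence with Fluo-8 | Evaluation: Percent inhibition of PEA-evoked calcium signal, max/basal emission ratio | Control set: DMSO-only wells and EC80 β-PEA-stimulated wells | Repeats: Singlicate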
CHO parental Ca: counter-screen for OX1R antagonists: effect in parental CHO cells; 0.63% of 330,000 active; AID 463079; parental CHO-K1, ATP-induced calcium, Fluo-8 fluorescence; inhibition, % at 5.6 µM;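 active means inhibition above that plate's mean sample inhibition plus 3 SD, cut at about 26% in these data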;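 further: 0% = ATP-challenged DMSO wells and 100% = DMSO wells without ATP; some compounds past the cut are filed as inactive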
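Assay system: untransfected parental CHO cell line. Also added: ATP agonist challenge. Dosing: one dose, 5.6 µM nominal. Measured by: Fluo-8 fluorescence. Read-out: % inhibition. Benchmarks: ATP wells versus no-ATP DMSO wells. Repeats: no replicates.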
CHO-K1 Ca antag: nonselective inhibitor or artifact in parental CHO-K1 cells; inhibition, % at 3 µM; AID 602250; 0.6% of 360,000 active; ATP-induced calcium, Fluo-8 fluorescence;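 active means inhibition above a per-plate cutoff, the plate's mean sample inhibition plus 3 SD, cut at about 24% in these data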;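 further: 0% = DMSO plus EC80 ATP and 100% = DMSO alone without ATP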
GPR7 antag: blocks human GPR7 receptor signaling; 1.1% of 290,000 active; GPR7-expressing cells, fluorescence antagonist assay; AID 1861; inhibition, % at 4.4 µM; in the data active means inhibition above about 16%, passing the limit was not always enough;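 further: cells stimulated with the agonist NPW; 0% = agonist with vehicle and 100% = vehicle without agonist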
Target sequence (P48145 whole entry, looked up): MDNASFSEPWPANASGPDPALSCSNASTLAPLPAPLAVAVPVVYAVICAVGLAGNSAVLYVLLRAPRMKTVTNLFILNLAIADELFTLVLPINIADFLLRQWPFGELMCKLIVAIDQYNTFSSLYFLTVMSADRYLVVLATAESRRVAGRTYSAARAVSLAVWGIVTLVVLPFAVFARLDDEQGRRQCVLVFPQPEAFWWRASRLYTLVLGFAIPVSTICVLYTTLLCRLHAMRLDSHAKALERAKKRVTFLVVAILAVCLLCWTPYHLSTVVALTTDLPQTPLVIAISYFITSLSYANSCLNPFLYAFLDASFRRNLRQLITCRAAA
OXTR agonist: activates the human oxytocin receptor | P30559 | CHO-OTR cells, Fluo-8 calcium fluorescence; normalized: DMSO 0%, oxytocin 100% | activation, % at 3 µM | 0.32% of 320,000 active;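 active means activation above the mean of all tested compounds plus 3 SD, cutoff set per screening run, cut at about 20% in these data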;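 further: peak over basal fluorescence ratio from a 100 s FLIPR kinetic read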
Active calls of the source: *; . = no result given.

Values in the order – OXTR potentiator	CHO-K1 Ca PAM	M1 ag parental	V1aR counter	TAAR1 antag	CHO parental Ca	CHO-K1 Ca antag	GPR7 antag	OXTR agonist
1: Cc1ccc(CONC(=O)c2ccc(Cl)cc2)cc1
 : -4	7	-0.1	-0.9	8	-20	-19	.	-1.6
2: Cc1ccc(-c2c(C#N)c(N)nc3c2CCCC3)s1
 : 6	-4	-0.1	1.4	-30	-11	11	-11	1.3
3: COc1ccccc1NC(=O)CSC(N)=O
 : -10	19	1.7	0.5	-9	-6	-14	4	-0.6
4: COc1ccc(/C(O)=C2/C(=O)C(=O)N(Cc3cccnc3)C2c2ccncc2)cc1F (stereo not drawn)
 : -13	12	0.3	0.7	13	0	-3	2	-1.1
5: NC(=O)CSc1nc2cc(S(=O)(=O)N3CCOCC3)ccc2o1
 : -6	14	0.8	1.7	-8	1	-16	.	1.2
6: COC(=O)c1ccccc1NC(=O)CN1CCCCCC1
 : 5	12	-0.1	-1.2	7	-11	-11	-9	-2.7
7: Cc1cc(Br)cn2c(Cc3ccccc3)c(-c3ccc(C#N)cc3)nc12
 : .	-5	-0.3	.	-14	.	-6	.	.
8: O=C(COC(=O)/C=C/c1ccc2c(c1)OCO2)NCc1ccccc1
 : -3	6	2.0	0.9	-18	-13	-8	.	0.3
9: CC(C)(C)OC(=O)[C@H](CCCCN)NC(=O)c1nc[nH]c1C(=O)NCCCCCN
 : -3	5	0.8	0.3	-5	-2	-1	.	0.0
10: O=S(=O)(NC1CC2CCC1C2)c1ccc2c(c1)OCCO2 (stereo not drawn)
 : -16	-4	3.7	-0.2	7	-14	19	-4	-0.2
11: COc1ccc(C(=O)CSc2nc3nn(-c4ccccc4)c(=O)c-3c3n2CCCCC3)c(OC)c1
 : .	15	0.3	.	-9	.	-9	.	.
12: O=C(Cn1nnc(-c2cccc(C(F)(F)F)c2)n1)N1CCOCC1
 : -8	8	0.7	0.0	0	-7	-3	-15	0.8
13: CC(=O)C1=C(O)C(=O)N(c2ccc(S(N)(=O)=O)cc2)C1c1ccccc1F (stereo not drawn)
 : -4	9	1.1	0.9	12	-4	-9	-1	-0.2
14: CC(C)C(NC(=O)c1cccc(S(=O)(=O)N2CCOCC2)c1)C(=O)NCc1ccc(Cl)cc1 (stereo not drawn)
 : -1	-3	0.1	1.6	0	-31	-8	.	-0.3
15: CC(C)=CCC/C(C)=C/CC(C)(C)CNCCN1CCNCC1
 : -7	.	.	0.8	.	-15	.	0	2.8
16: COc1ccc(CN(C)C(=O)CC(c2ccccc2)c2ccccc2)cc1
 : -12	18	1.5	-0.3	19	-18	1	-5	-0.2
17: Cc1cc(N)n(Cc2ccc(Cl)cc2)n1
 : -5	5	-0.5	0.1	-5	-32	-8	1	-0.5
18: Cc1occc1C(=O)N/N=C/c1cccs1
 : -6	22	0.9	-0.2	-46	2	-4	-2	0.0
19: O=C(NC1CCCC1)C(c1ccsc1)N(Cc1ccco1)C(=O)Cc1cccs1 (stereo not drawn)
 : -7	8	1.3	-1.5	9	-41	-5	44*	1.3
20: c1ccc(COc2cccc(CNn3cnnc3)c2)cc1
 : 2	17	0.8	0.3	12	-1	-5	21	0.3
21: O=C(Cn1ncc2c(=O)oc3ccccc3c21)NCCc1ccsc1
 : -3	17	1.2	1.6	-11	-10	-13	-3	-1.2
22: CCOc1ccc2nc(NC(=O)Cn3cnc4c3c(=O)n(C)c(=O)n4C)sc2c1
 : 0	22	0.0	3.1	7	-16	-39	-5	2.8
23: Cc1ccc(C(=O)N/N=C\c2ccc[nH]2)cn1
 : -16	20	0.4	0.5	4	-8	-9	-4	-0.7
24: COc1ccc(S(=O)(=O)NC(=O)C2(C)CCN2C(=O)Cc2ccccc2Cl)cc1OC (stereo not drawn)
 : .	5	2.2	.	-4	.	1	.	.
25: Cc1c(NC(=O)c2ccc(=O)oc2)c(=O)n(-c2ccccc2)n1C
 : -15	14	0.8	0.1	9	-5	-10	-14	0.5
26: Cc1ccc(-c2nc(CS(=O)(=O)CC(=O)NCCN3CCOCC3)c(C)o2)cc1
 : -6	0	1.0	3.3	-55	-24	6	4	-0.5
27: O=C(O)c1cccc(CSc2ncccn2)c1
 : -4	18	0.4	0.2	-17	6	-6	-15	-0.4
28: COc1ccccc1Nc1nc(N)nc(-c2oc3ccccc3c2C)n1
 : 0	17	4.3	0.0	-7	-9	1	-11	-0.3
29: CCOc1cc(CNc2ncnc3nc[nH]c23)ccc1OC
 : -6	14	2.5	5.0	0	-1	-2	3	1.8
30: O=C(NCc1cccnc1)c1cc2nc(-c3cccs3)cc(C(F)(F)Cl)n2n1
 : -10	5	0.2	-0.6	-1	-12	-17	-13	-2.2
31: Cc1nc(C(=O)N2CCCC(C(=O)c3ccc(Cl)cc3)C2)cs1 (stereo not drawn)
 : 0	18	3.4	-0.2	-9	-3	-12	2	-0.1
32: C/C(=C1/SC(N2CCOCC2)=NC1=O)c1ccc(Br)cc1
 : -6	8	-0.1	1.2	0	-2	2	-12	1.8
33: COC(=O)c1sc(N2C(=O)C(=O)/C(=C(/O)c3ccc(C)cc3)C2c2ccco2)nc1C (stereo not drawn)
 : 0	.	.	-0.4	.	-20	.	-12	0.0
34: O=C(CSc1nc2ccccc2c(=O)n1CCC(=O)N1CCCCC1)NCc1ccccc1
 : -1	3	3.0	-0.6	22	-19	6	-11	-0.2
35: COc1ccccc1NS(=O)(=O)c1cccc(C(=O)N/N=C/c2ccccc2OCC(=O)O)c1
 : -3	11	0.7	0.2	-9	-12	-18	-9	-1.0
36: CN1c2ccccc2C(O)=C(C(=S)Nc2ccccc2)S1(=O)=O
 : -10	-19	-0.1	0.6	-23	-4	5	-3	-0.3
37: O=C(O)c1ccc(-c2nc(-c3ccccc3)c(-c3ccccc3)[nH]2)cc1
 : -1	15	0.2	-0.2	-15	-6	-5	-11	-0.4
38: CN(C(=O)Nc1ccccc1)n1cnc2ccccc2c1=O
 : 1	-14	-0.4	19	-11	-8	8	-4	1.5
39: CC1CCCCN1c1nc(-c2ccncc2)nc2ccccc12 (stereo not drawn)
 : 2	-5	-0.6	-0.8	4	-31	3	-8	-1.5
40: O=C(Cc1ccccc1)NCC(=O)N/N=C/c1ccc(C(=O)O)cc1
 : 0	8	1.4	18	-19	-4	-11	-1	-0.9
41: C=CCn1c(Cc2nc3ccc(Cl)cc3[nH]2)n[nH]c1=S
 : -14	15	0.5	-1.0	-4	-13	-9	-5	-0.3
42: CC(C)CC(=O)NC(c1cccs1)c1ccc2cccnc2c1O (stereo not drawn)
 : -4	-3	0.5	3.8	.	3	4	5	0.1
43: CC(=O)N(/N=C1/C(=O)Nc2ccccc21)c1ccccc1
 : -4	-21	-0.1	0.7	-3	-9	14	-10	-0.3
44: O=C(Cn1c(=O)cnc2ccccc21)N1CCCc2ccccc21
 : -10	11	3.0	-0.7	-15	-13	-16	7	-1.5
45: CCOC(=O)N1CCN(C(=O)Cc2ccccc2[N+](=O)[O-])CC1
 : 2	4	0.6	2.6	-23	-13	-5	-5	0.2
46: Cc1c(Br)c([N+](=O)[O-])nn1CC(=O)NCc1ccccn1
 : 0	2	0.3	1.0	17	-11	-15	-2	0.5
47: Cn1cccc1Cc1nnc(SCC(N)=O)n1-c1ccc(F)cc1
 : -1	9	-0.1	-0.6	-10	1	2	-5	-0.1
48: C=CCn1c(Cc2ccccc2)nnc1SCc1nc2ccccc2c(=O)[nH]1
 : -17	24	1.0	0.5	-10	-29	-13	-11	-0.1
49: COc1cc(CC(=O)Nc2cc(S(=O)(=O)N3CCOCC3)ccc2N2CCCC2)cc(OC)c1OC
 : .	-6	-0.3	.	-2	.	0	.	.
50: CSc1nc(NS(=O)(=O)c2cc(Br)ccc2Br)cc(=O)[nH]1
 : -6	26	1.4	0.5	6	-4	-18	-16	-1.4
51: CCN1C(=O)CC(C(=O)O)SC1=Nc1ccc(OC)cc1 (stereo not drawn)
 : -11	15	0.6	0.2	0	7	-4	-10	-0.1
52: Cc1ccc(S(=O)(=O)Oc2ccccc2N2C(=O)C3C4CCC(C4)C3C2=O)cc1 (stereo not drawn)
 : -9	24	1.4	1.6	-8	-23	-17	-1	2.3
53: N#Cc1ncc(Cc2ccccc2)nc1C#N
 : -4	10	0.6	0.4	4	-3	0	-5	0.8
54: NC(CSC(c1ccccc1)(c1ccccc1)c1ccc2c(c1)OCO2)C(=O)O (stereo not drawn)
 : .	25	-0.5	.	-6	.	-19	.	.
55: CCOc1ccc2[nH]c(C)c(CN3CCN(CC)CC3)c(=O)c2c1
 : -6	15	0.9	-0.6	-1	11	-13	-8	4.4
56: C=CCCC(=O)Nc1nc(C)c(-c2csc(Nc3ccccc3OC)n2)s1
 : -6	6	0.0	-0.9	15	-11	-10	7	-2.5
57: Cc1ccc(C)c(S(=O)(=O)N2CCN(C(=O)CCc3nc4ccccc4c(=O)[nH]3)CC2)c1
 : -5	17	1.4	-0.2	6	-29	-6	.	1.2
58: CN1CCc2c(sc(NC(=O)Cc3ccccc3)c2C#N)C1
 : -3	15	0.8	0.7	-2	2	-3	0	0.6
59: CN1CCN(C(=O)/C(=C\c2cccc([N+](=O)[O-])c2)NC(=O)c2cccs2)CC1
 : -20	16	0.9	-0.8	-28	-17	-7	1	-0.9
